# HKDC1 inhibitor – HKDC1 (human) hexokinase inhibition | inhibition, % at 20 µM | recombinant HKDC1, G6PDH/diaphorase resazurin coupled fluorescence | 340,000 compounds, 0.16% hits | Q2TB90 | AID 493160;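 active = inhibition above about 35% when tested at 20 µM, limit read from the data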;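 note: plate controls were DMSO wells with enzyme for no effect and DMSO wells lacking enzyme for full effect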
#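 Material – in-house recombinant HK5 (HKDC1) enzyme · Quantity – HKDC1 at 5 µg/mL · Buffer or medium – pH 8.0 Tris buffer with 10 mM MgCl2 · Reagent – glucose with 1 mM ATP · Dosing – single 20 µM dose · Times – reaction time 90 min, room temperature, protected from light · Technique – resorufin fluorescence at 613 nm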
# Gli-Sufu antag – antagonists of Gli-Sufu signaling; Sufu-KO-LIGHT fibroblasts, Gli luciferase reporter luminescence; inhibition, % at 5 µM; 340,000 compounds, 0.74% hits;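 active = inhibition above about 55%, limit read from the data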;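 note: 0% = DMSO-treated cells and 100% = wells with medium but no cells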
# * = called active by the depositor. Not all compounds are listed; the hit share may differ from the screen's.
SMILES,HKDC1 inhibitor,Gli-Sufu antag
O=C(O)C1CC2(Cl)C(Cl)=C(Cl)C1(Cl)C2(Cl)Cl (stereo unspecified),-1.4,6.1
CC1CNCCN1c1ccc(Cl)cc1 (stereo unspecified),-3.5,-1.4
CCCCn1c(NS(=O)(=O)c2ccccc2)c(C(=O)OCC)c2nc3ccccc3nc21,-10.7,8.6
N#C/C(=C\c1ccc(O)cc1)C(=O)O,-6.4,-1.1
C[n+]1ccc(-c2cc[n+](C)cc2)cc1,3.0,-21.7
COC1C(O)C(C)OC(OC2CCC3(C)C(CCC4C3C(O)CC3(C)C(C5=CC(=O)OC5)CCC43O)C2)C1O (stereo unspecified),-1.5,11.6
Nc1cc(Cl)c2nonc2c1[N+](=O)[O-],16.4,-9.0
Cc1ccccc1C(=O)N1CC1C (stereo unspecified),-3.9,3.5
CC12CCC3c4ccc(OC(=O)N(CCCl)CCCl)cc4CCC3C1CCC2O (stereo unspecified),4.2,-4.0
COc1c(O)cc2c(c1OC)-c1ccc(OC)c(=O)cc1C(NC(C)=O)CC2 (stereo unspecified),-17.5,43.5
CN1CCN(c2ncnc(Cl)c2N)CC1,3.4,-14.0
CC1=NNC(=O)C1Br (stereo unspecified),-1.6,7.3

# Reprinted at random: two compounds from above
SMILES,HKDC1 inhibitor,Gli-Sufu antag
CC1=NNC(=O)C1Br (stereo unspecified),-1.6,7.3
CC12CCC3c4ccc(OC(=O)N(CCCl)CCCl)cc4CCC3C1CCC2O (stereo unspecified),4.2,-4.0

# Back to the main list, repeating the 7 entries before the break.
SMILES,HKDC1 inhibitor,Gli-Sufu antag
COC1C(O)C(C)OC(OC2CCC3(C)C(CCC4C3C(O)CC3(C)C(C5=CC(=O)OC5)CCC43O)C2)C1O (stereo unspecified),-1.5,11.6
Nc1cc(Cl)c2nonc2c1[N+](=O)[O-],16.4,-9.0
Cc1ccccc1C(=O)N1CC1C (stereo unspecified),-3.9,3.5
CC12CCC3c4ccc(OC(=O)N(CCCl)CCCl)cc4CCC3C1CCC2O (stereo unspecified),4.2,-4.0
COc1c(O)cc2c(c1OC)-c1ccc(OC)c(=O)cc1C(NC(C)=O)CC2 (stereo unspecified),-17.5,43.5
CN1CCN(c2ncnc(Cl)c2N)CC1,3.4,-14.0
CC1=NNC(=O)C1Br (stereo unspecified),-1.6,7.3
C=CCn1c(O)c(/C=C2/C=c3ccccc3=N2)c(=O)[nH]c1=S,11.9,-15.9
C[C@]12CCC3C(CC[C@H]4C[C@@H](O)CC[C@]34C)C1C[C@@H](O)[C@@H]2O (stereo partly specified),-5.4,-3.2
CCOC(=O)[C@]12Cc3cc(C)ccc3[C@H]1N(Cc1ccccc1)C(=O)c1ccccc12,4.1,-11.6
COC1C(O)C(C)OC(OC2CCC3(C=O)C(CCC4C3CCC3(C)C(C5=CC(=O)OC5)CCC43O)C2)C1O (stereo unspecified),-8.4,-0.6
